FLuc counter – inhibits or activates purified firefly luciferase, miR-21 counter-screen; purified FLuc, Km substrates, luminescence inhibition; Potency, µM (highest dose often 57.5 µM), for the others: at the top dose activity change, negative = inhibition, actives largely listed as inhibitors; hit rate 6.9% among 360,000; AID 588342; active = well fitted inhibition curve with a large enough effect; inconclusive = small, poorly fitted or top-dose-only effect;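 note: plate controls were vehicle for no effect and reference inhibitor for full effect; nearly all actives have a fitted effect of over 55% in size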
Target sequence (P08659 whole entry, looked up): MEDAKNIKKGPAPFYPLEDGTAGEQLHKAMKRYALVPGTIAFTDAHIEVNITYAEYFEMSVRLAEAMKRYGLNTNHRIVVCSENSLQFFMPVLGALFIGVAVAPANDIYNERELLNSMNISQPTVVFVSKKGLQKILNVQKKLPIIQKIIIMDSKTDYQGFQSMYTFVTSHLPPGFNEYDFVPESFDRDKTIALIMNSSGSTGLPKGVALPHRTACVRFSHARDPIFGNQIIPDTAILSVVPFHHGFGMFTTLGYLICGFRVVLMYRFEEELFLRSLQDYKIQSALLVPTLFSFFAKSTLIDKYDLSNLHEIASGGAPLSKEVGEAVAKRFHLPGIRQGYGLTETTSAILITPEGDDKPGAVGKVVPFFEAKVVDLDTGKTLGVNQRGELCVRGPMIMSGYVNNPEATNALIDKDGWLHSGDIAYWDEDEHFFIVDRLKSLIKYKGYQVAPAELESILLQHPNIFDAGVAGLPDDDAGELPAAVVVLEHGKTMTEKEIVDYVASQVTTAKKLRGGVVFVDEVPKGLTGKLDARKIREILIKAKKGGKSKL
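Biochemical qHTS of compounds, final roughly 60 µM downward over six points, against 10 nM purified firefly luciferase using Km concentrations of substrates (10 uM D-luciferin, 10 uM ATP) in Tris acetate pH 7.5 buffer; luminescence output.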
Active calls of the source: *; ? = inconclusive. Potency is the fitted concentration of half-maximal effect. A portion of the library; the hit share may differ from the screen's.

SMILES	FLuc counter
CCc1nnc2c(N3CCN(c4cccc(C(F)(F)F)c4)CC3)nc3ccccc3n12	-3%
CCOC(=O)c1cc(OC(=O)c2ccc(Cl)cc2)n(-c2ccccc2)n1	-16%
O=c1n(Cc2ccc(Cl)cc2)nc2n1-c1ccccc1OC2	-7%
Cc1ccc(C)c(N2CCN(C(=O)C(CC(C)C)NS(=O)(=O)c3ccc4nc(C)sc4c3)CC2)c1 (configuration not stated)	-2%
Cc1ccc(C(=O)N2CCN(c3ccccc3F)CC2)cc1NC(=O)c1nsc2ccccc12	-13%
CC1=C(C(=O)Nc2ccc(C)cc2C)C(c2ccc(O)cc2)n2nc(SCC(=O)c3ccc(C)cc3)nc2N1 (configuration not stated)	-7%
CC(C)(C)OC(=O)N1CCC(c2c(C(=O)N3CCCCC3)cnn2-c2ccccc2Cl)CC1	5%
Cc1cc(F)ccc1NC(=O)C1CCCN(C(=O)c2cnn(-c3ccccc3)c2-n2cccc2)C1 (configuration not stated)	-12%
COCCn1c(C)cc(O)c(C(c2cccc(F)c2)N2CCN(c3ccccc3)CC2)c1=O (configuration not stated)	-7%
CC1=C(C(N)=O)C(c2ccc(C)cc2)n2nc(SCc3ccccc3F)nc2N1 (configuration not stated)	6%
CCOc1ccc(OCC(=O)NCCS(=O)(=O)N2CCN(c3cccc(Cl)c3)CC2)cc1	-2%
COc1ccc(CCNC(=O)c2cc3sccc3n2Cc2ccc(Cl)cc2)cc1OC	6%
CCOc1ccc(Nc2sc(C(=O)c3ccc4c(c3)OCO4)c(N)c2S(=O)(=O)c2ccc(C)cc2)cc1	2%
CCC(C(=O)N1CCN(c2cc(Cl)ccc2C)CC1)n1nc(C)c2sc3ccccc3c2c1=O (configuration not stated)	?
COc1cccc(Cn2c(SCc3ccc(C(=O)N4CCCCC4)cc3)nc3ccncc32)c1	?
CCOC(=O)c1c(C)oc2nc(C)nc(NCc3ccc(OC)cc3)c12	-14%
Cc1ccc(Cl)cc1N1CCN(S(=O)(=O)c2cc(Br)cc3c2N(C(=O)C2CC2)CC3)CC1	-5%
CCOc1ccc(-n2c(=O)c3c4c(sc3n(Cc3cccc(C)c3)c2=O)CCCC4)cc1	0%
CCCNC(=O)CN1C(=O)c2cccnc2Sc2ccccc21	-6%
Cc1cccc(N(CC(=O)Nc2ccccc2C(F)(F)F)S(=O)(=O)c2ccccc2)c1C	-9%
COc1ccc(CCNC(=O)Cn2ncc3c(=O)oc4ccccc4c32)c(OC)c1	-2%
CCOc1ccc(S(=O)(=O)N2CCC(N3CCN(Cc4ccc(F)cc4)C(=O)C3=O)CC2)cc1	-1%
O=C(c1ccc2c(c1)OCO2)c1cn(Cc2ccc(Cl)cc2)c2ccc(F)cc2c1=O	-2%
Cc1cc(C)cc(NC(=O)C2CCCN(c3cnccn3)C2)c1 (configuration not stated)	1%
Cc1cccc(Cc2c(C)nc3nc(SCc4ccccc4Cl)nn3c2C)c1	1%

Already shown: 15 of the compounds above.
SMILES	FLuc counter
Cc1ccc(C(=O)N2CCN(c3ccccc3F)CC2)cc1NC(=O)c1nsc2ccccc12	-13%
CC1=C(C(=O)Nc2ccc(C)cc2C)C(c2ccc(O)cc2)n2nc(SCC(=O)c3ccc(C)cc3)nc2N1 (configuration not stated)	-7%
CC(C)(C)OC(=O)N1CCC(c2c(C(=O)N3CCCCC3)cnn2-c2ccccc2Cl)CC1	5%
Cc1cc(F)ccc1NC(=O)C1CCCN(C(=O)c2cnn(-c3ccccc3)c2-n2cccc2)C1 (configuration not stated)	-12%
COCCn1c(C)cc(O)c(C(c2cccc(F)c2)N2CCN(c3ccccc3)CC2)c1=O (configuration not stated)	-7%
CC1=C(C(N)=O)C(c2ccc(C)cc2)n2nc(SCc3ccccc3F)nc2N1 (configuration not stated)	6%
CCOc1ccc(OCC(=O)NCCS(=O)(=O)N2CCN(c3cccc(Cl)c3)CC2)cc1	-2%
COc1ccc(CCNC(=O)c2cc3sccc3n2Cc2ccc(Cl)cc2)cc1OC	6%
CCOc1ccc(Nc2sc(C(=O)c3ccc4c(c3)OCO4)c(N)c2S(=O)(=O)c2ccc(C)cc2)cc1	2%
CCC(C(=O)N1CCN(c2cc(Cl)ccc2C)CC1)n1nc(C)c2sc3ccccc3c2c1=O (configuration not stated)	?
COc1cccc(Cn2c(SCc3ccc(C(=O)N4CCCCC4)cc3)nc3ccncc32)c1	?
CCOC(=O)c1c(C)oc2nc(C)nc(NCc3ccc(OC)cc3)c12	-14%
Cc1ccc(Cl)cc1N1CCN(S(=O)(=O)c2cc(Br)cc3c2N(C(=O)C2CC2)CC3)CC1	-5%
CCOc1ccc(-n2c(=O)c3c4c(sc3n(Cc3cccc(C)c3)c2=O)CCCC4)cc1	0%
CCCNC(=O)CN1C(=O)c2cccnc2Sc2ccccc21	-6%

The listing continues.
SMILES	FLuc counter
CCNc1c(NC(=O)c2cc(OCC)c(OCC)c(OCC)c2)c(=O)oc2ccccc12	0%
CC(CCc1ccccc1)NC(=O)Cn1ncc2c3ccccc3n(Cc3cccc(Cl)c3)c2c1=O (configuration not stated)	-4%
COc1ccc(N2C(=O)CSC23C(=O)N(Cc2cccc(F)c2)c2ccccc23)cc1Cl (configuration not stated)	0%
O=C(CSc1cn(CC(=O)N2CCOCC2)c2ccccc12)Nc1ccccc1F	0%
CCOc1ccc(N(Cc2ccccc2)C(=O)c2nc(S(C)(=O)=O)ncc2Cl)cc1	-18%
CCOc1cc(C(=O)N2CCc3c([nH]c4ccccc34)C2c2ccccc2)cc(OCC)c1OCC (configuration not stated)	0%
COc1ccc(-c2n[nH]c3c2C(c2ccc(Cl)cc2Cl)NC3=O)cc1 (configuration not stated)	?
COc1ccc2sc(N(Cc3cccnc3)C(=O)COc3ccccc3)nc2c1	-2%
CCc1cc(C(=O)Nc2c(C)nn(Cc3ccccc3Cl)c2C)no1	-4%
Cc1cccc(C)c1OCc1nc2c3c(-c4ccccc4)c(-c4ccccc4)oc3ncn2n1	2%
CCOc1ccc(-c2nnc(SCC(=O)NCc3ccc(C)cc3)nc2-c2ccc(OCC)cc2)cc1	6%
Cc1ccc(C(=O)NC2(C(F)(F)F)N=C(c3ccccc3)N(Cc3ccccc3)C2=O)cc1 (configuration not stated)	8%
Cc1cccc(C(=O)Nc2sc3c(c2C(=O)NCc2ccco2)CCCC3)c1	-10%
CCc1nn(CC(=O)NCCCOC)c(=O)c2cc3occc3n12	1%
COc1cccc(Cn2c(C)c(CNC3CCCCC3)c(C(=O)O)c2C)c1	0%
COc1cccc(CNC(=O)c2cc(S(=O)(=O)N3CCCCCC3)cn2C)c1	-6%
O=C1OC(C(=O)Nc2cccc(Br)c2)Cc2ccccc21 (configuration not stated)	0%
CCOc1ccc(OC(=O)c2cn(-c3ccc(C)cc3)c(=O)c3ccccc23)cc1	4%
Oc1c(C(c2ccccc2)N2CCOCC2)sc2nc(-c3ccco3)nn12 (configuration not stated)	-3%
CC1CCN(S(=O)(=O)c2ccc3c(c2)CCN3C(=O)Nc2ccccc2Br)CC1	3%
Cc1nn2c3c(cnc2c1-c1ccc(Cl)cc1)C(=O)CC(c1ccc(C(C)C)cc1)C3 (configuration not stated)	1%
O=C(Nc1ccc2c(c1)N(C1CCCC1)C(=O)c1ccccc1S2)c1ccccc1	2%
CCOC(=O)c1[nH]c(C)c(CCC(=O)NCc2ccc(C)cc2)c1C	-1%
O=C(c1ccc2c(c1)OCCO2)N(Cc1cccnc1)c1nc2ccc(Cl)cc2s1	?
COc1ccc(Nc2oc(-c3ccc(COc4ccc(OC)cc4)o3)nc2C#N)cc1	-5%
SMILES	FLuc counter
Cc1cccc(C(=O)Nc2cc3c(cc2N2CCOCC2)n(C)c(=O)n3C)c1	0%
CCCOC(=O)c1c(NC(=O)c2nc3ncccn3n2)sc(C(=O)OCC)c1C	2%
CCc1cccc(OCC(=O)Nc2ccc(S(=O)(=O)Nc3cc(C)nc(C)n3)cc2)c1	?
CCn1c(C)c(C2N3CC4(C)CN2CC(C)(C3)C4=O)c2ccccc21 (configuration not stated)	-3%
COc1ccccc1Cn1cc(C(=O)c2ccc(Cl)cc2)c(=O)c2ccccc21	-2%
CCc1ccc(NC(=O)c2cc3ccccn3n2)cc1	1.9µM*
CC(C)CCNC(=O)C(=O)Nc1c2c(nn1-c1ccc(Cl)cc1)CSC2	-11%
CCOC(=O)c1cc(-c2ccc(OC)c(S(=O)(=O)Nc3ccc(OC)cc3OC)c2)on1	-7%
CCOC(=O)N1CCN(Cc2nc3cc(NC(=O)CC)ccc3n2C(C)C)CC1	-1%
CC1Cc2ccccc2N1S(=O)(=O)c1nnc(NC(=O)c2ccccc2Br)s1 (configuration not stated)	-2%
Cc1cccc(Nc2nnc(-c3ccc(C)c(S(=O)(=O)NCC4CCCO4)c3)c3ccccc23)c1 (configuration not stated)	-20%
COCCn1c(=O)[nH]c2cc(C(=O)NCc3ccccc3Cl)ccc2c1=O	-1%
Cn1c(=O)c2c(-c3ccccc3)n3c4ccccc4nc(-c4ccccc4)c3c2n(C)c1=O	-1%
CCOC(=O)c1cnc2cc(C(F)(F)F)ccc2c1N1CCN(c2cccc(Cl)c2)CC1	1%
CC1CCc2c(sc(NC(=O)C3c4ccccc4Oc4ccccc43)c2C(=O)OC(C)C)C1 (configuration not stated)	-3%
CC1=C(c2ccc(C)cc2)S(=O)(=O)N=C1N1CCN(c2ccccc2)CC1	-1%
CCOc1cc(C(=O)Nc2nnc3n2CCS3)cc(OCC)c1OCC	-1%
CCCCOc1ccc(S(=O)(=O)n2nc(C)c(S(=O)(=O)N3CCC(C)CC3)c2C)cc1	-5%
Cc1ccc(OCC(=O)Nc2c(Cl)ccc3nsnc23)cc1C	2%
CCOc1ccc(NC(=O)C(C)Sc2nc3ncccc3o2)cc1 (configuration not stated)	-9%
O=C(CSc1nc2c([nH]c3ccccc32)c(=O)n1-c1cccc(Cl)c1)c1ccccc1	-1%
Cc1ccc(N2CCN(C(=O)CCS(=O)(=O)c3cc4c(cc3Cl)NC(=O)CO4)CC2)c(C)c1	-3%
CCOc1ccc(-c2cc(OC(=O)c3ccc(F)cc3)c3c(C)oc(C)c3c(=O)c2)cc1	-14%
COc1ccc(OCc2nc3ccccc3n2C(C)c2ccccc2)cc1 (configuration not stated)	?
COCCNC(=O)CSc1nc(-c2ccccc2)[nH]c1-c1ccc(OC)cc1	0%
SMILES	FLuc counter
COc1cc2cc(CNc3ccc(C)cc3)c(=O)n(CC(=O)Nc3ccc(C(C)C)cc3)c2cc1OC	-14%
CCC(=O)N1CCc2cc(Br)cc(S(=O)(=O)CCC(=O)NCCc3ccc(OC)c(OC)c3)c21	-1%
CN(C)c1ccc(CN2CCc3nc(N4CCN(c5ccccn5)CC4)ncc3C2)cc1	2%
CCN(C(=O)c1cn(-c2ccc(OC)cc2)c(=O)c2ccccc12)c1cccc(Cl)c1	-12%
CCc1ccc(CNC(=O)c2cc3n(n2)CCCN(Cc2ccccc2)C3=O)cc1	-12%
COc1ccc(C(=O)c2sc3nc(-c4ccc(F)cc4)ccc3c2N)cc1	4%
COc1ccc(N2CC(NC(=O)CCCc3ccccc3)CC2=O)cc1 (configuration not stated)	3%
CCc1ccc(S(=O)(=O)Nc2ccc3c(c2)sc(=O)n3C)cc1	-3%
O=C(CN1c2ccccc2S(=O)(=O)c2ccccc21)Nc1ccccc1Cl	-8%
Cc1ccc(S(=O)(=O)c2nc(-c3cccc(C)c3)oc2N2CCCCC2)cc1	-10%
Brc1ccccc1-n1ncc2c1ncn1nc(Cc3ccccc3)nc21	17µM*
C=CCC(CC=C)(CNC(=O)C(=O)Nc1ccc(C(=O)OCC)cc1)c1ccccc1	-8%
Cc1cccc(CC(=O)Nc2cccc(-c3cn4cccnc4n3)c2)c1	?
CCCOc1ccc(-c2nn(-c3ccccc3)cc2C2NC(=O)NC(C)=C2C(=O)OC)cc1C (configuration not stated)	?
CCc1ccc(CN2CCc3nc(Nc4ccc5c(c4)OCCO5)ncc3C2)cc1	-18%
COc1ccc(C(CC(=O)Nc2ccc(C(C)=O)cc2)N2Cc3ccccc3C2=O)cc1 (configuration not stated)	-17%
Cc1cccc2c1-c1sc(C(=O)N3CCN(c4ccc(F)cc4)CC3)cc1CO2	6%
CCc1cccc(C)c1NC(=O)C(CC)n1nc(C)c2c(C)n(-c3ccccc3)nc2c1=O (configuration not stated)	-9%
COc1ccc(-c2cn3nc(N4CCCC(C(=O)Nc5cccc(OC)c5)C4)sc3n2)cc1 (configuration not stated)	?
CCN(c1cccc(C)c1)S(=O)(=O)c1nnc(NC(=O)C2CCCCC2)s1	15µM*
CCCCN(C)CC(O)Cn1cc(/C=C/C(=O)c2ccc(Br)cc2)c2ccccc21 (configuration not stated)	-19%
CCC1CN(C(=O)N2CCC(C(=O)Nc3cc(C)ccc3C)CC2)c2ccccc2O1 (configuration not stated)	-8%
Cc1ccccc1C(=O)Nc1ccc2nc(Nc3cccc(C(F)(F)F)c3)cc(C)c2c1	-1%
COc1ccc2c(CNCc3cccs3)c(C(=O)O)n(Cc3ccc(F)cc3Cl)c2c1	-7%
COc1ccccc1CNc1nc(-c2ccco2)nn1C(=O)c1ccccc1[N+](=O)[O-]	0%
SMILES	FLuc counter
COc1ccc(-c2cc(NCc3ccc(C)cc3)n3cnnc3n2)cc1	-6%
CCCn1ccc2c(OCC(=O)NCc3ccc(C)cc3)cccc2c1=O	-12%
COc1ccc(C(=O)Nc2nonc2-c2ccc(OC)c(OC)c2)cc1Cl	-5%
CCOc1ccc(OCC)c(NC(=O)CCc2nc3cccnc3n2-c2ccccc2)c1	6%
COc1ccc(S(=O)(=O)N2CCN(c3ccc(Cl)c(Cl)c3)CC2)c2ccccc12	0%
COc1ccc(C(=O)NCCc2csc(-c3ccc(Cl)cc3)n2)c(OC)c1	?
COc1ccc(C2c3c(n(C)c4ccccc34)C(=O)N2CC(=O)Nc2c(C)cc(C)cc2C)cc1 (configuration not stated)	-14%

Compound activity: PubChem, National Center for Advancing Translational Sciences (NCATS)
